BCLXL inh = inhibitors of human Bcl-xL, primary screen, biochemical, fluorescence polarization, HTS; Bcl-2-like protein 1 (Homo sapiens), Q07817; GST-Bcl-xL / FITC-Bim BH3 peptide fluorescence polarization; inhibition, % at 10.9 µM; 320,000 tested, 0.7% active; AID 2129, 2009;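 active = inhibition above the mean of all tested compounds plus 3 SD, cutoff set per campaign, cut at about 30% in these data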;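 note: 0% = DMSO wells and 100% = unlabeled Bim-BH3 peptide competitor; inhibitors lower millipolarization by displacing the labeled peptide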
Fam108B counter = mouse Fam108B serine hydrolase inhibitors, primary screen, counter-screen for RBBP9 inhibitor project, biochemical, fluorescence polarization; recombinant Fam108B, FP-Rh probe fluorescence polarization; inhibition, % at 9.51 µM; 300,000 tested, 0.33% active;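 active = inhibition above the screen mean inhibition plus 3 SD, computed separately per campaign, cut at about 18% in these data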;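 note: inhibitors lower polarization as less probe binds the enzyme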
GLD-1 RNA inh = GLD-1/TGE RNA complex disruptors, primary screen, biochemical, fluorescence polarization; Female germline-specific tumor suppressor gld-1 (Caenorhabditis elegans), Q17339; purified GLD-1 + fluorescein TGE RNA; inhibition, % at 5.96 µM; 320,000 tested, 0.44% active; AID 2280, 2010;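 active = percent inhibition above a per-plate cutoff, the plate mean of test compounds plus 3 SD, cut at about 30% in these data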;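 note: 0% = DMSO wells with GLD-1 and probe and 100% = wells lacking GLD-1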
AHR act = AHR activators, primary screen, cell-based, luminescence, luciferase reporter, human; Aryl hydrocarbon receptor (Homo sapiens), P35869; AHR-responsive luciferase reporter cells; activation, % at 5 µM; 320,000 tested, 2.5% active; AID 2796, 2010; in the data active = activation above about 47%;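 note: 0% = vehicle wells and 100% = reference agonist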
pPAFAH FP inh = pPAFAH enzyme inhibitors, primary screen, biochemical, fluorescence polarization, human; recombinant pPAFAH, FP-rhodamine probe fluorescence polarization; inhibition, % at 3.39 µM; 330,000 tested, 1.5% active; AID 463082, 2010;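 active = inhibition above the mean inhibition across the screen plus 3 SD, cut at about 25% in these data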;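 note: inhibitors block binding of the rhodamine activity-based probe so polarization drops; 0% = enzyme with DMSO and 100% = wells lacking pPAFAH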
Target sequence (Q13093 whole entry, looked up): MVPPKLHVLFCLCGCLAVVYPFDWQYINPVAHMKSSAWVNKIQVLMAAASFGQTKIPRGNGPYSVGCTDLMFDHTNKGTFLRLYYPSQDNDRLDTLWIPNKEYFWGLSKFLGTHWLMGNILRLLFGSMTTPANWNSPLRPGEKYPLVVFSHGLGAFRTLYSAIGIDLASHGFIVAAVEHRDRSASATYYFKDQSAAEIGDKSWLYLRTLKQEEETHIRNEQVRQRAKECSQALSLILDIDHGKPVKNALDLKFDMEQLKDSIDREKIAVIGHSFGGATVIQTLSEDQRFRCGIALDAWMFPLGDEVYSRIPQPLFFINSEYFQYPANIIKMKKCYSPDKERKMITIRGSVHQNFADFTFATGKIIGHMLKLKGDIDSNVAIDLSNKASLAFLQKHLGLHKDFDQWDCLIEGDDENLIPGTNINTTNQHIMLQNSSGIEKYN
PME-1 inh = PME-1 inhibitors via competitive probe labeling, primary screen, biochemical, fluorescence polarization, FP-Rh probe, HTS; Protein phosphatase methylesterase 1 (Homo sapiens), Q9Y570; 320,000 tested, 0.53% active; inhibition, % at 5.9 µM; recombinant PME-1;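 active = inhibition above the campaign mean of all compounds plus 3 SD, cut at about 26% in these data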;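 note: competitive labeling of PME-1 active site by serine hydrolase directed probe; 0% = PME-1 with DMSO and 100% = wells lacking PME-1 enzyme; inhibitors block probe labeling so polarization falls and inhibition rises; many of its hits are not listed in these tables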
PAFAH1B2 inh = PAFAH1B2 enzyme inhibitors, primary screen, biochemical, fluorescence polarization, human. inhibition, % at 3.39 µM. 340,000 tested, 1.2% active. recombinant PAFAH1B2, FP-rhodamine activity probe. Platelet-activating factor acetylhydrolase IB subunit alpha2 (Homo sapiens), P68402. AID 492953, 2010;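 active = inhibition above the mean of all tested compounds plus 3 SD, cut at about 24% in these data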;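 note: 0% = enzyme with DMSO and 100% = wells lacking PAFAH1B2; many of its hits are not listed in these tables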
MCL1 BIM primary = inhibitors of MCL1 binding to BIM-BH3, primary screen, biochemical, fluorescence polarization; Induced myeloid leukemia cell differentiation protein Mcl-1 (Homo sapiens), Q07820; GST-MCL1 / FITC-Bim-BH3 fluorescence polarization; inhibition, % at 10.9 µM; 320,000 tested, 0.68% active; AID 2057, 2009;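 active = inhibition above the mean inhibition of all tested compounds plus 3 SD, set per campaign, cut at about 40% in these data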;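 note: 0% = DMSO wells and 100% = unlabeled Bim-BH3 peptide control; higher means more loss of mP so more displacement of Bim peptide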
MEX-5 binding = MEX-5 zinc finger RNA-binding disruptors – biochemical, C. elegans, fluorescence polarization, MLPCN library, primary screen | Zinc finger protein mex-5 (Caenorhabditis elegans), Q9XUB2 | MEX-5/FITC-TCR2 RNA binding; hits give low values | activity score (negative = inhibition of binding), % at 10 µM | 300,000 tested, 0.38% active;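 active = inhibition past about -25% in most replicates, and total fluorescence under double the plate's negative control median, limit read from the data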;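 note: 0% = DMSO and -100% = 5 µM competing unlabeled TCR2 RNA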
Target sequence (Q9XUB2 whole entry, looked up): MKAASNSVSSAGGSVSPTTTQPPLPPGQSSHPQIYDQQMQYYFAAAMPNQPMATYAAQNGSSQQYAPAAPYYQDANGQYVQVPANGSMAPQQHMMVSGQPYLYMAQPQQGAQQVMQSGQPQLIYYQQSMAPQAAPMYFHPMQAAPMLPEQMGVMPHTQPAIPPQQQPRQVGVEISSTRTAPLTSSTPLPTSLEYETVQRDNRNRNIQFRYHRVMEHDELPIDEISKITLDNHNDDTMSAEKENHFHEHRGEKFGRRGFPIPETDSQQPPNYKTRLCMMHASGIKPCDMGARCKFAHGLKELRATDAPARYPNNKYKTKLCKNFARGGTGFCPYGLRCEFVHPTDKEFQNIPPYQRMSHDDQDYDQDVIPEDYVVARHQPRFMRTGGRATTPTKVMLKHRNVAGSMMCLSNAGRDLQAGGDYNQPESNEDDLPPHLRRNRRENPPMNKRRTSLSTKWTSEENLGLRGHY
* = called active by the depositor; nt = no result given. Only part of the results is shown; count on the stated rates, not on these rows.

SMILES	BCLXL inh	Fam108B counter	GLD-1 RNA inh	AHR act	pPAFAH FP inh	PME-1 inh	PAFAH1B2 inh	MCL1 BIM primary	MEX-5 binding
COc1ccc(C(O)Cn2c(=N)n(CCCN(C)C)c3ccccc32)cc1 (stereo unspecified)	4.4	1.9	1.2	-0.5	0.3	-1.7	-1.0	-1.0	0.0
COc1ccc(OC)c(-n2nnnc2SCC(=O)NCc2ccc3c(c2)OCO3)c1	1.0	-2.4	-2.6	1.8	1.0	0.2	9.4	-3.8	0.5
Cc1cccc(Cn2nc(C)cc2NC(=O)CCCn2ccc([N+](=O)[O-])n2)c1	-1.5	2.6	2.7	-1.8	-1.2	-2.3	1.0	-2.2	-0.4
COc1cccc(CN2CCN(C(=O)c3cccc4ccccc34)CC2)c1	-2.1	-0.6	1.4	3.1	-3.1	9.4	2.9	5.5	-1.2
COc1cccc(CNC(=O)CN2C(=O)CSc3ccc(S(=O)(=O)N4CCCC4)cc32)c1	4.9	1.2	-3.9	3.6	1.4	17.7	2.0	3.1	-1.3
COc1ccc(-c2ncnc(C(F)(F)F)c2-c2csc(C)n2)c(O)c1	1.1	0.5	-1.9	0.5	-2.4	-4.5	10.6	5.0	-1.0
COc1cc(NC(=O)C2CCCN(c3ncnc4c3nc3n4CCCCC3)C2)cc(OC)c1OC (stereo unspecified)	6.2	-0.8	-1.8	13.3	-3.0	-6.3	-2.4	1.2	0.7
COc1ccc(CCNC(=O)c2cnc3ccccn3c2=O)cc1	8.0	-1.0	-0.6	18.8	0.4	2.7	2.4	3.8	0.4
O=[N+]([O-])c1ccc(OCCCCN2CCc3ccccc3C2)cc1	8.4	-0.4	-4.7	4.3	7.0	1.2	0.0	0.3	0.9
S=c1[nH]nc(-c2ccco2)n1/N=C/c1ccc(Cl)c(Cl)c1	-33.0	1.5	3.0	2.6	14.0	14.4	11.8	-15.7	-1.1
O=C(Nc1ccc(S(=O)(=O)N2CCCC2)cc1)c1cccs1	3.2	-5.2	8.8	-0.2	7.0	4.5	1.2	-0.2	-0.7
Cc1ccccc1SCCNC(=O)c1ccccc1Br	5.7	0.5	3.7	4.6	4.4	7.7	-1.1	1.2	-4.2
CC(NC(=O)CSc1nnnn1C1CC1)c1ccccc1Br (stereo unspecified)	nt	nt	2.3	0.9	2.3	nt	3.5	nt	nt
Cc1ccc(C(=O)COC(=O)CNC(=O)c2ccco2)cc1	3.3	5.7	7.1	-2.0	6.8	-7.8	8.8	-1.0	-2.6
Cc1ccc(Cn2c(C3CCCN3c3nc(C)cs3)nc3cc(C(F)(F)F)ccc32)cc1 (stereo unspecified)	5.7	7.1	7.7	7.4	6.0	2.6	5.6	5.9	-1.3
CCCOc1ccc(NC(=O)C2CCCNC2=O)cc1 (stereo unspecified)	-6.7	-1.2	-3.5	3.6	2.6	-0.3	5.5	-6.3	0.1
COc1cc(CN2CCCCCC2)c([N+](=O)[O-])cc1OC	6.8	-4.6	-1.6	2.6	-1.7	-4.7	5.1	0.5	0.7
Cc1cc(C)cc(-n2c(C)cc(/C=N/NC(=O)CN(c3c(C)cccc3C)S(C)(=O)=O)c2C)c1	-2.0	-7.2	2.4	11.5	0.7	-6.7	2.5	-4.5	1.1
CN(C)S(=O)(=O)c1cccc(NC(=O)CCCc2nc3ccccc3c(=O)[nH]2)c1	-5.7	2.7	-7.3	1.6	4.5	12.0	0.9	-20.3	-0.9
COCCn1c(SCc2ccc(F)cc2)nc2c1c(=O)[nH]c(=O)n2C	2.6	5.1	2.6	0.1	1.2	-1.8	3.1	2.9	0.6
Cc1cc(C)c2c3c(sc2n1)C(=O)N(C)CC(=O)N3	6.0	-1.1	1.4	0.1	3.6	5.0	0.7	9.1	-0.3
CCOC(=O)c1c(NC(=O)CC(C)C)sc(C(C)=O)c1C	2.9	-4.4	4.2	-3.7	2.6	-0.2	1.3	8.4	1.7
CN1CCN(S(=O)(=O)c2cccc(C(=O)N(Cc3nnc(-c4ccccc4Cl)o3)C3CC3)c2)CC1	-0.6	-1.0	-3.1	7.0	-4.1	0.5	-0.1	2.1	3.2
Cc1c(C=Nc2ccc(S(=O)(=O)N(C)C)cc2)c(O)[nH]c(=O)c1C#N	10.4	-0.4	2.0	7.0	4.1	5.1	-0.9	8.2	-0.2
COc1cccc(OCC(O)CN2CCN(c3ccc(Cl)cc3)CC2)c1 (stereo unspecified)	4.2	8.1	6.5	2.4	11.1	-1.3	4.4	13.9	0.3

A draw from above in order of molecular weight, ascending.
SMILES	BCLXL inh	Fam108B counter	GLD-1 RNA inh	AHR act	pPAFAH FP inh	PME-1 inh	PAFAH1B2 inh	MCL1 BIM primary	MEX-5 binding
Cc1cc(C)c2c3c(sc2n1)C(=O)N(C)CC(=O)N3	6.0	-1.1	1.4	0.1	3.6	5.0	0.7	9.1	-0.3
COc1cc(CN2CCCCCC2)c([N+](=O)[O-])cc1OC	6.8	-4.6	-1.6	2.6	-1.7	-4.7	5.1	0.5	0.7
CCOC(=O)c1c(NC(=O)CC(C)C)sc(C(C)=O)c1C	2.9	-4.4	4.2	-3.7	2.6	-0.2	1.3	8.4	1.7
COc1ccc(CCNC(=O)c2cnc3ccccn3c2=O)cc1	8.0	-1.0	-0.6	18.8	0.4	2.7	2.4	3.8	0.4
O=C(Nc1ccc(S(=O)(=O)N2CCCC2)cc1)c1cccs1	3.2	-5.2	8.8	-0.2	7.0	4.5	1.2	-0.2	-0.7
COc1cccc(CN2CCN(C(=O)c3cccc4ccccc34)CC2)c1	-2.1	-0.6	1.4	3.1	-3.1	9.4	2.9	5.5	-1.2
COc1ccc(C(O)Cn2c(=N)n(CCCN(C)C)c3ccccc32)cc1 (stereo unspecified)	4.4	1.9	1.2	-0.5	0.3	-1.7	-1.0	-1.0	0.0
Cc1cc(C)cc(-n2c(C)cc(/C=N/NC(=O)CN(c3c(C)cccc3C)S(C)(=O)=O)c2C)c1	-2.0	-7.2	2.4	11.5	0.7	-6.7	2.5	-4.5	1.1

Going on with the list:
SMILES	BCLXL inh	Fam108B counter	GLD-1 RNA inh	AHR act	pPAFAH FP inh	PME-1 inh	PAFAH1B2 inh	MCL1 BIM primary	MEX-5 binding
Cc1cc(C)nc(NC2=NCC(=O)N2c2ccc3c(c2)OCCO3)n1	4.5	2.3	4.0	25.9	-2.1	-1.4	-5.3	6.9	-2.7
COc1ccc(/C=C(\C#N)C(=O)N2CCOCC2)cc1Br	6.6	6.1	-3.0	1.9	1.4	-1.7	-1.6	0.0	-2.0
Cc1ccc(C)c(NC(=O)CN(C)C(=O)c2cc(-c3cccs3)nn2-c2ccccc2)c1	3.5	-1.7	-0.4	6.1	7.6	6.9	8.3	3.2	1.4
O=C(NCCc1csc(-c2cccc(F)c2)n1)c1ccco1	5.3	-1.7	0.2	-6.8	5.4	-6.9	7.4	-6.8	2.1
Cc1cc(NC(=O)CN(C)C)c([N+](=O)[O-])cc1C	-3.4	-3.2	1.4	3.7	-5.1	-0.4	4.9	0.1	0.0
CCCCC1CCC(C(=O)N(CC(C)C)c2c(N)n(Cc3ccccc3)c(=O)[nH]c2=O)CC1 (stereo unspecified)	-9.5	3.4	4.5	6.1	0.7	2.2	nt	-6.1	2.2
COCCn1c(SCC(=O)Nc2cc(C)on2)nc2c(c1=O)SCC2	3.2	3.0	-0.4	2.2	-2.4	6.0	2.5	9.3	-0.6
CCOC(=O)C1CCCN(Cc2ccc(OCc3ccccc3)cc2)C1 (stereo unspecified)	1.9	-3.2	-6.2	0.0	1.5	6.2	-0.3	-6.8	-4.3
O=C(COc1ccccc1/C=C1\SC(=O)NC1=O)Nc1ccccc1	4.6	-10.2	-1.8	56.9*	-4.2	-2.0	2.3	5.8	-1.4
ONC(=Nc1ccc(Cl)cc1)c1ccccc1	5.2	-5.7	-4.1	37.4	-0.6	-7.5	36.0*	1.9	1.8
O=[N+]([O-])c1ccc(COc2cccc3cccnc23)cc1	4.2	3.3	-4.6	-1.4	1.4	14.6	8.8	12.0	0.7
Cc1cc(NC(=O)COC(=O)c2c(Cl)cccc2Cl)no1	3.0	nt	-1.4	-0.2	-8.2	-0.4	6.3	-1.3	nt
CN(C)S(=O)(=O)c1cccc(C(=O)NC(=S)N(CCC#N)Cc2cccnc2)c1	-9.4	-5.1	-9.3	3.1	-8.2	-2.5	1.1	-8.9	-1.7
COCCn1c(SCc2nc3cc(OC)c(OC)cc3c(=O)[nH]2)nnc1-c1ccncc1	-2.0	-1.1	3.4	-1.6	5.1	1.4	3.9	-8.0	-0.5
O=C(NNc1nc2ccccc2s1)c1ccc(F)cc1	-5.2	3.5	-1.9	53.9*	3.0	2.3	0.8	-5.7	-1.4
O=C(CCc1nnc2n(Cc3ccccc3)c(=O)c3ccccc3n12)NCCCN1CCCCC1	0.8	2.9	2.5	-0.1	1.7	0.5	2.6	-3.2	-2.5
COc1ccc(NC(=O)CSc2nnc(-c3ccco3)c(-c3ccco3)n2)cc1OC	10.7	1.5	-0.6	7.9	10.0	4.8	-1.0	8.4	1.4
CNC(=O)c1sc(Nc2cc(C)ccc2C)nc1C	4.8	5.5	4.5	4.0	1.2	0.5	1.8	-6.7	-0.4
CCc1nc2ccc(C(=O)NCCCN3CCN(c4ccccc4F)CC3)cc2nc1CC	-2.0	-1.8	0.6	5.1	5.8	-4.3	0.9	2.1	2.7
CCn1cc(/C=N\NC(=O)Cc2ccc([N+](=O)[O-])cc2)c(C)n1	5.6	5.5	-0.3	1.5	2.3	-9.5	-1.2	-10.2	-2.7
COc1cccc(/C=N/NC(=O)c2cc3c(OC)cccc3[nH]2)c1OC	3.3	-1.2	0.9	54.3*	5.9	18.1	0.8	-0.9	1.0
CCn1cc(C(=O)NCc2ccco2)c(=O)c2cc(S(=O)(=O)N3CCCCCC3)ccc21	-2.5	-7.5	2.6	-0.8	12.1	-2.6	0.8	-2.8	-1.9
CCOc1ccc(NC(=O)C2CCCN(c3cnccn3)C2)cc1 (stereo unspecified)	2.3	2.5	-1.6	64.0*	2.6	0.8	2.3	0.1	-1.1
COc1ccccc1NC(=O)C1CCCN(S(=O)(=O)c2ccc(-n3cnnn3)cc2)C1 (stereo unspecified)	1.4	-0.1	-4.3	0.5	-0.4	1.3	-3.1	3.1	-0.4
CCOC(=S)SCC(=O)Nc1nccs1	2.8	4.9	-7.2	1.2	6.6	4.8	6.8	3.2	-0.1
Cc1cc(S(=O)(=O)NC2CCCC2)ccc1-n1cnnn1	5.6	4.5	3.1	-0.8	3.2	5.2	-1.8	3.7	0.3
O=C(CN1CCOCC1)NNc1c2ccccc2nc2ccccc12	2.0	-2.8	4.5	6.3	-0.3	-2.7	-0.7	3.6	0.3
